High-throughput results: PubChem, National Center for Advancing Translational Sciences (NCATS)
TGFb SMAD3 inh: qHTS for Inhibitors of TGF-b. hit rate 1.2% among 410,000. HepG2 CAGA-GFP TGF-b/SMAD3 reporter, GFP fluorescence, 18 h; TGF-beta stimulated, 500 pg/mL final. Potency, µM (top dose mostly 46.1 µM), for the others: at the top dose activity, negative = inhibition, hits mostly inhibitors. AID 588855, 2011; also: potency is read from the fitted curve at half-maximal effect; % is scaled to controls: 0 for no effect and ±100 for the full control effect; nearly all actives have a fitted effect of over 65% in size
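Smad-responsive CAGA-GFP expression was quantified in HEPG2 cells exposed to compounds and 500 pg/mL final TGF-beta for 18 h at 37 degrees C; unstimulated wells defined full inhibition.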
CCT modulator: High-Throughput Screening for Modulators of Cytosolic Chaperonin Activity; purified chaperonin ATPase assay, HTRF ADP detection, 30 min; activity change, % (no concentration beside the values), hits read low; hit rate 0.3% among 360,000; in the data active = activity change below about -30%; also: % is scaled to controls: 0 for no effect and ±100 for the full control effect
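First, chaperonin was dispensed at 40 nM or 20 nM final depending on batch activity. Next, compounds were pinned at 76 uM and ATP added at 10 uM. After 30 min at 37 °C, ADP detection reagents ran 30 min at ambient temperature.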
Akt phos inh: HTS Assay for Inhibitors of Akt Phophorylation: Primary Screen. Neuro2A IGF-stimulated pAkt S473 HTRF, 20 min; active compounds read low. activity change, % for hits at 50 µM. hit rate 0.32% among 360,000; in the data active = activity change below about -80%; inconclusive = mostly about -51% to -80%; also: % is scaled to controls: 0 for no effect and ±100 for the full control effect
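Neuro2A cells (4,500/well, DMEM with 0.5% FBS) were treated with compound at a single 50 µM final concentration, stimulated with 6 nM IGF for 20 min at 37 °C, and lysed. Phospho-Akt Ser473 was read by HTRF as 665/615 ratio ×10^4.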
MmCpn inh: Inhibitors of TCP-1 ring complex (TRiC) of Methanococcus maripaludis (MmCpn): qHTS | hit rate 0.031% among 330,000 | Chaperonin Mm-Cpn (Methanococcus maripaludis) | purified Mm-Cpn ATPase, ADP Transcreener TR-FRET | Potency, µM (highest dose often 76.9 µM), for inactives: at the highest dose activity, negative = inhibition, most hits filed as inhibitors; also: potency is read from the fitted curve at half-maximal effect; % is scaled to controls: 0 for no effect and ±100 for the full control effect; nearly all actives have a fitted effect of over 80% in size
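25 nM Mm-CPN + cpd, 10 min 37°C; + 10 uM ATP, 30 min 37°C; buffer 30 mM Tris pH 7.4, 100 mM KCl, 5 mM MgCl2, 1 mM DTT; Transcreener ADP HTRF detection 30 min RT.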
ATXN viability: Viability Counterscreen for Primary qHTS for Inhibitors of ATXN expression. S2 cells (HEK-293 line with an ATXN2-luciferase reporter) viability, CellTiter-Fluor protease fluorescence, 24 h. Potency, µM (titrated, usually from 56.7 µM), usual class: cytotoxic. hit rate 0.49% among 400,000. AID 651635, 2014; also: potency is read from the fitted curve at half-maximal effect; nearly all actives have a fitted effect of over 40% in size
HepG2 tox: qHTS for Inhibitors of TGF-b: Cytotox Counterscreen; HepG2 CAGA-GFP viability, ATP luminescence, 18 h; Potency, µM (doses to about 46.1 µM), inactives show at the highest dose activity change, negative = cytotoxicity, most hits filed as cytotoxic; hit rate 0.76% among 410,000; AID 588856, 2011; also: potency is read from the fitted curve at half-maximal effect; some results filed as inactive show a strong effect at the top dose
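HepG2 CAGA-GFP cells (1000/well, DMEM with 1% FBS) received compound, then TGF-beta at 500 pg/mL final, and were incubated 18 hours at 37 degrees C. Viability was read by CellTiter-Glo luminescence. Media-only wells were set as complete cell-killing and DMSO as no toxicity.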
A549 tox: Nrf2 qHTS screen for inhibitors: counterscreen for cytotoxicity; A549 ARE-Fluc cells, CellTiter-Fluor viability, 18-24 h; AID 504648, 2011; hit rate 0.16% among 390,000; Potency, µM (top dose mostly 46 µM), inactives show at the highest dose activity change, negative = cytotoxicity, actives largely listed as inhibitors; also: potency is read from the fitted curve at half-maximal effect; % is scaled to controls: 0 for no effect and ±100 for the full control effect
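A549 ARE_Fluc cells in 5% FBS OPTI-MEM were exposed to compounds in concentration-response for 18-24 h at 37 deg C. Viability was read by CellTiter-Fluor fluorescence (Ex 405/Em 525) after 30 min, before the luciferase read.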
Nrf2 ARE act: qHTS of Nrf2 Activators; AREc32 ARE-luciferase reporter (MCF7-derived line), luminescence, 24 h; Potency, µM (series often up to 46.1 µM), inactives show at the top dose activation, usual class: activators; hit rate 0.31% among 410,000; also: potency is read from the fitted curve at half-maximal effect; % of control where 0% means no effect; nearly all actives have a fitted effect of over 65% in size
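AREc32_Fluc, 1000 cells/well, OPTI-MEM + 5% FBS, o/n 37 deg C 5% CO2; 23 nL cpd by pin tool, 24 hr; Steady-Glo 30 min RT, luminescence.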
Nrf2 block: Nrf2 qHTS screen for inhibitors | AID 504444, 2011 | A549 ARE-Fluc reporter, luciferase luminescence, 18-24 h | hit rate 2.1% among 360,000 | Potency, µM (doses to about 46 µM), for the others: at the highest dose activity change, negative = inhibition, most hits filed as inhibitors; also: potency is read from the fitted curve at half-maximal effect; % is scaled to controls: 0 for no effect and ±100 for the full control effect; nearly all actives have a fitted effect of over 60% in size
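Quantitative HTS in A549 cells stably bearing an antioxidant response element-firefly luciferase construct. Inhibition of Nrf2-driven transcription was scored by luminescence after 18-24 h of compound exposure at 37 °C.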
* marks the source's active call; other numbers are inactive results; i = inactive; ? = inconclusive; · = no result given. Unless noted, calls follow the shape of the dose curve; as a rule, active = well fitted curve in the direction sought with a large enough effect; inconclusive = small, poorly fitted or top-dose-only effect, or another doubt; inactive = no such curve, though single readings can be large; an effect the other way counts as inactive or inconclusive. Rows were taken by chance (roughly 4.4% active in at least one column).

item	Compound	ATXN viability	MmCpn inh	CCT modulator	Nrf2 ARE act	TGFb SMAD3 inh
1	Cn1nc(-c2ccc(Cl)cc2)c2cc(C(=O)NCCCN3CCCC3)sc21	18µM*	-2%	-1.3	-4.7%	4%
2	COc1cccc(NC(=O)CN(C)C(=O)c2c(C)nn(Cc3ccc(C)cc3)c2Cl)c1	i	0%	-0.9	0.5%	?
3	CCOc1ccccc1NC(=O)C1=C(C)Nc2ncnn2C1c1sccc1C (centres undefined)	i	·	·	-0.5%	2%
4	CCC(C)(C)NC(=O)c1ccc(S(=O)(=O)N2CCCCCC2)cc1	i	-4%	-1.4	0.3%	-1%
5	Cc1cccc(OCCCC(=O)Nc2ccc(S(=O)(=O)Nc3nccs3)cc2)c1C	i	1%	-0.4	-0.4%	1%
6	CC(=O)Nc1ccc(NC(=O)CSCc2ccccc2Cl)cc1	i	·	1.2	-0.6%	0%
7	COc1ccccc1NS(=O)(=O)c1ccc2oc(SC(C)C(=O)N3CCNC3=O)nc2c1 (centres undefined)	i	0%	2.7	0.1%	-14%
8	Cc1[nH]c2ccccc2c1SCc1n[nH]c(=S)n1C	i	0%	-3.1	-1.3%	9%
9	C[n+]1c(/C=C/c2ccc3c(c2)OCO3)ccc2ccccc21	i	-7%	-0.8	2.9%	-10%
10	O=C(NCC(=O)N1CCCC1)NN=Cc1ccccc1O	i	·	-2.4	-0.6%	-5%
11	Cc1ccc2c(c1)N(C(=O)CCC(=O)N1CCN(c3cccc(C)c3C)CC1)CCO2	?	1%	-0.6	3.0%	?
12	CC(Cl)C(=O)Nc1c2c(nn1-c1ccccc1)CSC2 (centres undefined)	i	0%	1.9	2.3%	-5%

item	Akt phos inh	HepG2 tox	A549 tox	Nrf2 block
1	i	-15%	-9%	5%
2	i	-2%	-4%	-25%
3	·	-2%	-16%	·
4	i	-12%	5%	8%
5	i	-2%	1%	-11%
6	i	-53%	-1%	-6%
7	i	-11%	-13%	?
8	i	7%	11%	0%
9	i	-14%	0%	?
10	i	10%	·	·
11	i	-33%	-9%	?
12	i	-4%	12%	7%

The list continues:
item	Compound	ATXN viability	MmCpn inh	CCT modulator	Nrf2 ARE act	TGFb SMAD3 inh
13	O=C(CN1CCOCC1)N1CCCc2ccccc21	i	-1%	-3.9	0.2%	?
14	Cc1ccc(C(C)C)c(OCC(O)CN2CCN(c3ccccc3F)CC2)c1 (centres undefined)	·	·	·	0.4%	16µM*
15	COc1ccccc1NC(=O)NCC1(N(C)C)CCCCC1	i	-2%	0.3	0.0%	5%
16	COc1ccc(NC(=O)COC(=O)c2cc3c(s2)CCC3)cc1	i	-1%	-1.9	2.6%	2%
17	O=C1/C(=C2/NCCN2C2CC(=O)N(c3ccccc3)C2=O)CC/C1=C\c1ccccc1 (centres undefined)	i	2%	0.3	-0.8%	0%
18	CN(C)c1ccc(C(=S)N2CCCC2)cc1Br	i	1%	-2.5	-1.1%	25%
19	Cc1ccc(S(=O)(=O)N2CCN(CC(O)c3ccccc3)CC2)cc1 (centres undefined)	?	1%	-0.6	-0.3%	1%
20	Cc1csc(=O)n1CCC(=O)OCC(=O)Nc1ncc(Cl)cc1Cl	i	-1%	2.7	0.2%	?
21	CCN(CC)S(=O)(=O)c1ccc2c(c1)N(CC(=O)NCCCN1CCN(c3cc(Cl)ccc3C)CC1)C(=O)CO2	·	·	·	-1.3%	?
22	O=C(CN1C(=O)c2ccccc2C1=O)Nc1ccccc1C(=O)NC1CCCCC1	i	0%	-1.2	-0.1%	7%
23	O=C(CN(C(=O)c1csnn1)c1ccc(F)c(Cl)c1)NC1CCCCC1	i	0%	0.4	-0.5%	-7%
24	O=C(NCCC1=CCCCC1)c1ccc(CN2CCOCC2)cc1	i	1%	-0.9	-0.4%	?

item	Akt phos inh	HepG2 tox	A549 tox	Nrf2 block
13	i	17%	4%	14%
14	·	-54%	0%	6%
15	i	4%	7%	5%
16	i	-3%	3%	9%
17	i	-15%	-13%	-6%
18	i	-3%	5%	2%
19	i	3%	-8%	-1%
20	i	5%	3%	11%
21	·	13µM*	?	0%
22	i	1%	0%	-13%
23	i	-13%	2%	?
24	i	-15%	6%	7%

Another view of part of the listing above:
item | canonical_smiles | ATXN viability | MmCpn inh | CCT modulator | Nrf2 ARE act | TGFb SMAD3 inh | Akt phos inh | HepG2 tox | A549 tox | Nrf2 block
14 | Cc1ccc(C(C)C)c(OCC(O)CN2CCN(c3ccccc3F)CC2)c1 (centres undefined) | · | · | · | 0.4% | 16µM* | · | -54% | 0% | 6%
15 | COc1ccccc1NC(=O)NCC1(N(C)C)CCCCC1 | i | -2% | 0.3 | 0.0% | 5% | i | 4% | 7% | 5%
16 | COc1ccc(NC(=O)COC(=O)c2cc3c(s2)CCC3)cc1 | i | -1% | -1.9 | 2.6% | 2% | i | -3% | 3% | 9%
17 | O=C1/C(=C2/NCCN2C2CC(=O)N(c3ccccc3)C2=O)CC/C1=C\c1ccccc1 (centres undefined) | i | 2% | 0.3 | -0.8% | 0% | i | -15% | -13% | -6%

Going on with the list.
item	Compound	ATXN viability	MmCpn inh	CCT modulator	Nrf2 ARE act	TGFb SMAD3 inh
25	Cc1oc2ccc(OCc3ccccc3Cl)cc2c1C(=O)O	i	2%	0.8	-1.0%	0%
26	C=C(C)CC1(NC(C)c2ccccc2)CCCCC1 (centres undefined)	i	2%	-0.7	-0.7%	-43%
27	Cc1ccn(CCC(=O)NC2CC(C)(C)Cc3c2cnn3-c2ccccc2C)n1 (centres undefined)	i	?	-3.0	0.1%	-3%
28	O=C(c1ccco1)N1CCN(C2CN(CCc3ccccc3)S(=O)(=O)C2)CC1 (centres undefined)	i	·	0.3	-0.2%	-1%
29	Cc1ccc(C)c(C(=O)CC2(O)C(=O)Nc3ccccc32)c1 (centres undefined)	i	1%	-0.4	-0.2%	-29%
30	O=c1[nH]c2ccc(NS(=O)(=O)c3ccc(F)cc3)cc2s1	·	·	·	11%	?
31	COCCn1c(C)cc(O)c(C(c2ccccc2)N2CCN(c3ccc(F)cc3)CC2)c1=O (centres undefined)	i	·	·	-0.5%	7%
32	CS(=O)(=O)N(CC(=O)N1CCCC1)c1ccc(OCc2ccccc2)cc1	i	0%	1.2	-0.6%	-20%
33	O=C(NCCS(=O)(=O)NCc1ccc(Cl)cc1)c1ccccc1	i	2%	0.5	0.2%	-4%
34	CCn1c(N2CCN(S(=O)(=O)c3ccc(F)cc3)CC2)nc2ccccc21	i	0%	-1.9	-0.6%	0%
35	COc1ccc(NS(=O)(=O)c2cccc(C(=O)N3CCCC(C)C3)c2)cc1 (centres undefined)	i	1%	1.3	0.3%	-22%
36	Cc1cc(=O)oc2cc(OC(C)C(=O)Nc3ccc(C(N)=O)cc3)ccc12 (centres undefined)	i	2%	2.2	2.9%	3%

item	Akt phos inh	HepG2 tox	A549 tox	Nrf2 block
25	i	0%	1%	-23%
26	i	-10%	-4%	-3%
27	i	-6%	-2%	-11%
28	i	-2%	·	·
29	i	-9%	2%	-10%
30	·	-27%	10%	·
31	·	3%	9%	·
32	i	-39%	22%	?
33	i	-1%	2%	0%
34	i	-14%	-1%	?
35	i	-12%	-9%	?
36	i	-15%	14%	?

Carrying on:
item	Compound	ATXN viability	MmCpn inh	CCT modulator	Nrf2 ARE act	TGFb SMAD3 inh
37	COC(=O)C1=C(C)NC(=O)/C1=C\c1cc(C)n(-c2ccccc2F)c1C	i	0%	-2.6	3.4%	5%
38	Cn1c(CCC(=O)O)nc2cc(S(=O)(=O)N3CCCC3)ccc21	i	1%	0.7	1.7%	3%
39	Cc1cc(N2C(=O)C(O)=C(C(=O)c3cc4ccccc4o3)C2c2ccc(Cl)cc2)no1 (centres undefined)	i	-21%	-0.5	0.9%	7%
40	CN(C(=O)Nc1ccc(Cl)cc1Cl)[C@H]1c2cc(Br)ccc2OC[C@H]1CO	i	0%	-2.7	-0.6%	?
41	O=C(NCC(=O)N1CCOCC1)c1ccc(Cl)c(Cl)c1	i	0%	-0.3	0.1%	0%
42	CC(=O)Nc1ccc(NCCc2cccs2)cc1	?	·	-2.4	-0.1%	-26%
43	CCOc1ccc(NC(=O)CCS(=O)(=O)c2ccc3nc(C)sc3c2)cc1	·	·	·	0.0%	-16%
44	NS(=O)(=O)c1cccc(NC(=O)c2cccc(Oc3ccccc3)c2)c1	i	0%	-1.8	0.3%	?
45	COc1ccc(-c2nc3c(c(SCC(=O)N4CCOCC4)n2)COC(C)(C)C3)cc1	·	-2%	0.9	-0.5%	-7%

item	Akt phos inh	HepG2 tox	A549 tox	Nrf2 block
37	i	-21%	-21%	6%
38	i	-2%	5%	7%
39	i	6%	-26%	-21%
40	i	-12%	-20%	?
41	i	6%	4%	?
42	i	-2%	·	·
43	·	-31%	7%	27%
44	i	-6%	3%	?
45	·	0%	-4%	2%
